Epigenetic reg: derepresses silenced GFP reporter in murine cells | murine LDR cells, GFP reporter derepression, 30 h | AID 1865 | Potency, µM (highest dose often 53.9 µM), for the others: at the highest dose GFP activation, most hits filed as activators | 280,000 compounds, 0.2% hits; note: potency is the fitted concentration of half-maximal effect; % of control where 0% means no effect; nearly all actives have a fitted effect of over 60% in size
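Reporter derepression read as number of fluorescent GFP-positive objects, 20-120 um in size, counted by laser-scanning cytometer. Mouse LDR line with an epigenetically silenced CMV-GFP locus; compound incubation 30 h, 37 C.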
L3MBTL1 block: L3MBTL1 (human) inhibition; Q9Y468; AlphaScreen L3MBTL1–H3K9me1 peptide binding; Potency, µM (doses to about 57.1 µM), inactives show top-dose activity, negative = inhibition, usual class: inhibitors; 230,000 compounds, 0.66% hits; AID 485360; note: potency is the fitted concentration of half-maximal effect; % is set by controls: 0 for no effect and ±100 for the full control effect; nearly all actives have a fitted effect of over 60% in size
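Displacement of a biotinylated histone H3(1-15) peptide monomethylated at Lys9 (75 nM) from L3MBTL1 (50 nM) was measured by AlphaScreen after a 30 min room-temperature compound incubation; cefsulodin titration served as intraplate control.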
CBFb RUNX1 block: inhibitors of human CBF-beta and RUNX1 interaction; AlphaScreen CBFb-His/RUNX1-biotin binding, biochemical; Potency, µM (series often up to 59.8 µM), for inactives: top-dose activity, negative = inhibition, hits mostly inhibitors; 230,000 tested, under 10 active; note: % of control where 0% means no effect
Target sequence (Q01196 whole entry, looked up): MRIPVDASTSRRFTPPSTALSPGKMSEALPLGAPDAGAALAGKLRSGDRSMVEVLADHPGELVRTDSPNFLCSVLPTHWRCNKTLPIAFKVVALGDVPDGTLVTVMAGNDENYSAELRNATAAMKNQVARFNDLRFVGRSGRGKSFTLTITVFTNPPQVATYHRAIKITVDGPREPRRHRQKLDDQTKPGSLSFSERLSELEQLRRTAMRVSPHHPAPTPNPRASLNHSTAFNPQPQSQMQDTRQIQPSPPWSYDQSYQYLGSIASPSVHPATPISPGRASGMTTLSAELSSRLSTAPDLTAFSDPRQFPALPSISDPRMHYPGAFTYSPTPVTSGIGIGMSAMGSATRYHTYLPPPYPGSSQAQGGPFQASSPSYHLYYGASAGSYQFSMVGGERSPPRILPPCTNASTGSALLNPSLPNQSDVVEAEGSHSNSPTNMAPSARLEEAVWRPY
Target sequence (Q13951 whole entry, looked up): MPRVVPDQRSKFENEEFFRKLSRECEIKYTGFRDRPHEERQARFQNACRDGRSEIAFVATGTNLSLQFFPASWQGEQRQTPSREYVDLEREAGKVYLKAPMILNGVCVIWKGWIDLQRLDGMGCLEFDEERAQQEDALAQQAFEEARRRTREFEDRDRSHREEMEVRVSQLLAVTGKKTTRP
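Read-out: AlphaScreen. Format: His-CBF-beta with biotinylated RUNX1 (30 nM each) preincubated 20 min, compound 15 min, Ni-chelate plus streptavidin beads 90 min; room temperature throughout.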
NPSR antagonist: blocks cAMP signaling of the human neuropeptide S receptor; CHO-NPSR cells, cAMP TR-FRET, antagonist mode; Potency, µM (series often up to 38.3 µM), for the others: top-dose activity change, negative = inhibition, most hits filed as inhibitors; 220,000 compounds, 1% hits; note: potency is the fitted concentration of half-maximal effect; % is set by controls: 0 for no effect and ±100 for the full control effect; nearly all actives have a fitted effect of over 50% in size; many of its hits are not listed in these tables
Target sequence (Q6W5P4 whole entry, looked up): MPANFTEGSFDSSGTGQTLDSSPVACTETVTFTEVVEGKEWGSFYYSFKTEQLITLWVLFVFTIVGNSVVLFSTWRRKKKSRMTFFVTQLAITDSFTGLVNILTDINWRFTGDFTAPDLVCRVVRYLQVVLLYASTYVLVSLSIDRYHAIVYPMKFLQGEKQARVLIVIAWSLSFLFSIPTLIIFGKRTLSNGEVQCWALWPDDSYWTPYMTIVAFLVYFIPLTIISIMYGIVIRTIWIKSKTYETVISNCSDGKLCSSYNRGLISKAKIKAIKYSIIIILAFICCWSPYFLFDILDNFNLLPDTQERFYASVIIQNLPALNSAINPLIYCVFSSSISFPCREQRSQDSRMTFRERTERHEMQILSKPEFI
HTT aggregate: reduces HttQ103-GFP aggregates in PC12 cells | PC12 HttQ103-GFP aggregates, Acumen cytometry, 40 h | Potency, µM (top dose mostly 46.1 µM), for inactives: top-dose activity change, negative = inhibition, actives largely listed as inhibitors | 220,000 compounds, 1.1% hits | AID 1688; note: potency is the fitted concentration of half-maximal effect; % is set by controls: 0 for no effect and ±100 for the full control effect; nearly all actives have a fitted effect of over 60% in size
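Read-out: GFP aggregate count by laser scanning cytometer (488 nm excitation, 500-530 nm emission, 1–25 µm objects >6 SD above background). Cells: PC12, inducible HTTex1-Q103-GFP, 100 nM tebufenozide; compounds titrated.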
IMPase Li inh: cell-permeable IMPase inhibitors with lithium potentiation | CHO-M1 cells, IP1 TR-FRET (IP-One), carbachol + lithium | Potency, µM (highest dose often 59.4 µM), inactives show at the highest dose activity, negative = IMPase inhibition, most hits filed as inhibitors | 210,000 compounds, 0.35% hits | AID 1457;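 note: IP1 builds up when IMPase is blocked and the TR-FRET signal falls; potency is the fitted concentration of half-maximal effect; plate controls were basal vehicle for no effect and high inhibitor control for full effect; nearly all actives have a fitted effect of over 50% in size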
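CHO cells stably expressing M1 receptor (2000/well) were cultured 16–30 h, then exposed to compounds with a small lithium addition for 30 min at 37C. IP1 was measured by TR-FRET competition; AC50 from Hill fits.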
Luc counter: Kinase-Glo luciferase inhibition (counter-screen); AID 1379; Q27757; 200,000 compounds, 0.28% hits; Potency, µM (titrated, usually from 38.3 µM), without a hit: at the top dose activity change, negative = inhibition, hits mostly inhibitors; Kinase-Glo luciferase, ATP luminescence, 8 min; note: potency is the fitted concentration of half-maximal effect; % is set by controls: 0 for no effect and ±100 for the full control effect; nearly all actives have a fitted effect of over 60% in size
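Recombinant Kinase-Glo luciferase, 10 uM ATP (linear range), luciferin; imidazole pH 7.2 / KCl / MgCl2 / Tween / BSA buffer; 8 min RT; luminescence.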
* = called active by the depositor; ? = inconclusive; nt = no result given; [ ] = dose if it differs, or a comment. Calls come from the whole dose curve; as a rule, active = well fitted curve in the direction sought with a large enough effect; inconclusive = small, poorly fitted or top-dose-only effect, or another doubt; inactive = no such curve, though single readings can be large; an effect the other way counts as inactive or inconclusive. Some of the compounds tested; rates above refer to the full screens.

item	Molecule	Epigenetic reg	L3MBTL1 block	CBFb RUNX1 block	NPSR antagonist	HTT aggregate	IMPase Li inh	Luc counter
1	CCCC(=O)c1c[nH]c(C(=O)NCCc2ccccn2)c1	0.8%	8%	3%	-6%[46.1 µM]	20%	9%[38.3 µM]	1%
2	CC(=O)Nc1ccc(NS(=O)(=O)c2ccc3[nH]c(=O)[nH]c3c2)cc1	0.1%	0%	18%	16%	13%	-3%	-1%
3	CCOc1ccc(S(=O)(=O)N2CCN(c3ccccc3OC)CC2)c2cccnc12	0.0%	-5%	-2%	-4%[46.1 µM]	-29%	-1%[38.3 µM]	-2%
4	O=C(c1[nH]ncc1-c1ccccc1)C1CO1 (configuration not stated)	?	50%[activator]	10%	-19%	10%[9.22 µM]	nt	nt
5	O=C(NNC(=O)C1CCCN(S(=O)(=O)c2ccc3ccccc3c2)C1)C1CC1 (configuration not stated)	3.0%	-2%	7%	-2%	8%[9.22 µM]	6%	-2%
6	COC(=O)c1cc2occc2n1Cc1c(F)cccc1Cl	-1.2%	-13%	12%	-14%[46.1 µM]	12%	38%[activator][38.3 µM]	3%
7	COc1ccc(C(N)=O)cc1NC(=O)CC(O)(C(F)(F)F)C(F)(F)F	-2.1%	32%[activator][11.4 µM]	6%	-10%[46.1 µM]	5%	20%[38.3 µM]	2%
8	CCC(=O)Oc1oc(-c2ccccc2)nc1C=Nc1ccc(C)cc1	2.2%	-1%	0%	-32%	1%[9.22 µM]	nt	nt
9	COCCNC(=O)c1c(C)cc(C)cc1C	0.8%	6%	-1%	15%	22%	-5%	2%
10	CCOC(=O)C1CCCN(c2c(N3CCC(N4CCCCC4)CC3)c(=O)c2=O)C1 (configuration not stated)	-5.0%	nt	2%	-2%[46.1 µM]	-7%	-18%[38.3 µM]	-1%
11	O=C(/C=C/c1ccccc1Cl)NCc1cccs1	0.0%	7%	-3%	13%	20%	8%	-3%
12	CCc1ccc(-c2nnn(Cc3nn[nH]n3)n2)cc1	-0.7%	10%	4%	0%[46.1 µM]	6%	-5%[38.3 µM]	1%
13	CCOC(=O)c1c(N)sc2c(OC)c(Br)ccc12	-1.7%	nt	10%	23%[46.1 µM]	9%	-9%[38.3 µM]	1%
14	Cc1cnc(NC(=O)c2ccc(-c3nc4ccccc4s3)o2)s1	-3.9%	13%	8%	-19%[46.1 µM]	?	5%[38.3 µM]	2%
15	CC(C)CC(=O)NC(NC(=S)Nc1ccccc1)C(Cl)(Cl)Cl (configuration not stated)	-1.5%	7%	13%	-27%	-2%	11%	1%
16	Cc1ccc(NC(=S)N(CCN(C)C)C(C)c2ccco2)cc1Cl (configuration not stated)	-0.9%	nt	9%	-49%	14%[9.22 µM]	nt	nt
17	Cc1c(OC(C(=O)O)c2ccccc2)ccc2c(-c3ccccc3)cc(=O)oc12 (configuration not stated)	0.0%	nt	5%	-16%	0%[9.22 µM]	nt	nt
18	Cc1c(NC(=O)CCC2CCCCC2)cc(C(=O)N2CCOCC2)cc1[N+](=O)[O-]	-1.2%	7%	20%	-4%	-3%	3%	8%
19	Cc1cccc(NC(=O)CN(C)S(=O)(=O)c2cccc3nsnc23)c1C	0.0%	7%	2%	-14%[46.1 µM]	6%	6%[38.3 µM]	-4%
20	CCc1cc2c(=O)n(-c3ccc(Br)cc3)cnc2s1	9.8%	nt	3%	-14%[46.1 µM]	-23%	29%[38.3 µM]	-4%
21	CC(=O)C(Cc1cnc(Cl)s1)(Cc1cnc(Cl)s1)C(C)=O	3.0%	7%	4%	-18%[46.1 µM]	17%	12%[38.3 µM]	1%
22	O=C(/C=C/c1cccc([N+](=O)[O-])c1)n1cnc2ccccc21	0.1%	6%	9%	-52%	?	9%	3%
23	CC(C)Oc1ccc(CCNC(=O)CC2C(=O)NCCN2C)cc1 (configuration not stated)	-1.1%	5%	10%	11%	-10%[9.22 µM]	nt	nt
24	CCCCSc1nc(C(=O)O)cc(=O)[nH]1	1.2%	10%	5%	-29%	-8%[9.22 µM]	nt	nt
25	Cc1nn(-c2ccccc2)c2sc(C(=O)NNC(=O)COc3cccc4ccccc34)cc12	2.3%	-5%	2%	-7%[46.1 µM]	13%	-3%[38.3 µM]	-4%
26	COc1ccc(CC(=O)N2CCOCC2)cc1	-3.5%	1%	10%	-8%[46.1 µM]	-20%	-2%	-4%
27	CC1=CC2C(C)(C)CC(=O)C[C@]2(C)CC1COc1ccc2c(c1)CC(=O)C=C2 (some centres not stated)	-0.3%	nt	-1%	nt	nt	12%	1%
28	Cc1nc2ccccc2c2c1CC(C)S2 (configuration not stated)	-3.1%	nt	14%	-7%	-14%[9.22 µM]	nt	nt
29	CCc1ccc(N(C(=O)c2csnn2)C(C(=O)NCc2ccccc2)c2ccco2)cc1 (configuration not stated)	0.3%	24%	1%	?	?	8%[38.3 µM]	2%
30	COc1ccc(-c2nc3c([nH]2)c(=O)n(C)c(=O)n3C)c(OC)c1	-0.2%	7%	1%	5%[46.1 µM]	-10%	1%[38.3 µM]	0%

A draw from above in order of molecular weight, lowest first:
item	Molecule	Epigenetic reg	L3MBTL1 block	CBFb RUNX1 block	NPSR antagonist	HTT aggregate	IMPase Li inh	Luc counter
1	CCCC(=O)c1c[nH]c(C(=O)NCCc2ccccn2)c1	0.8%	8%	3%	-6%[46.1 µM]	20%	9%[38.3 µM]	1%
20	CCc1cc2c(=O)n(-c3ccc(Br)cc3)cnc2s1	9.8%	nt	3%	-14%[46.1 µM]	-23%	29%[38.3 µM]	-4%
29	CCc1ccc(N(C(=O)c2csnn2)C(C(=O)NCc2ccccc2)c2ccco2)cc1 (configuration not stated)	0.3%	24%	1%	?	?	8%[38.3 µM]	2%

Next results
item	Molecule	Epigenetic reg	L3MBTL1 block	CBFb RUNX1 block	NPSR antagonist	HTT aggregate	IMPase Li inh	Luc counter
31	CCc1cc2cc(OC)ccc2nc1SCC(=O)Nc1cc(OC)c(OC)cc1C(=O)O	-1.0%	-10%	9%	37%	-3%[9.22 µM]	-7%	-5%
32	COc1cc(N=Nc2ccccc2C(=O)O)ccc1O	0.0%	?	-17%	?	20%[9.22 µM]	nt	nt
33	CN1CCN(S(=O)(=O)c2ccc(NC(=O)c3csc4ccccc34)cc2)CC1	-1.3%	-9%	-3%	-20%[46.1 µM]	-2%	-1%[38.3 µM]	-12%
34	Cc1c(NC(=O)Nc2ccccc2Cl)sc(=S)n1C	-1.0%	-26%	-8%	-12%	22%	-2%	-4%
35	C=CCn1c(SCC(=O)Nc2ccc3c(c2)OCO3)nnc1-c1cc(Br)ccc1O	-0.7%	nt	-10%	?	-3%	-1%[38.3 µM]	-2%
36	CCOC(=O)N=Nc1c2ccccc2c2nc3no[nH]c3nc12	0.9%	?	-18%	6.3µM*	1.3µM*	23%	-3%
37	Cc1nn(-c2ccccc2)c(Cl)c1CN(C(=O)CCl)c1ccc(Cl)cc1	-1.1%	8%	2%	?	25µM*	17%	4%
38	CO/N=C(\C(=O)N[C@@H]1C(=O)N2C(C(=O)O)=C(COC(N)=O)CS[C@H]12)c1ccco1	-0.4%	?	11%	-13%	7%	-9%	-1%
39	O=C1NC(Cc2ccccc2)C(=O)N1Cc1cc([N+](=O)[O-])cc2c1OCOC2 (configuration not stated)	-3.9%	-6%	0%	-6%	9%	16%	8%
40	O=C1Nc2ccc([N+](=O)[O-])cc2OC1CCN1CCN(Cc2ccccc2)CC1 (configuration not stated)	0.9%	-5%	8%	25%	-3%	1%	1%
41	CC(=O)Nc1ccccc1NC(=O)C/C(C)=N/NC(=O)c1ccncc1	1.9%	0%	-3%	4%	13%[9.22 µM]	1%	0%
42	COc1ccc2c(c1)C(=O)N(CCc1ccc(S(=O)(=O)NC(=O)NC3CCCCC3)cc1)C(=O)C2(C)C	1.1%[16.9 µM]	nt	-8%[21.7 µM]	nt	-19%[20.6 µM]	-1%	-5%[17.1 µM]
43	Cc1cc(=O)cc(C)n1-c1ccc(O)cc1	0.2%	nt	-1%	9%	23%	-3%	-2%
44	CC(C)c1ccc(S(=O)(=O)c2cn(Cc3ccc(F)cc3)c3cc4c(cc3c2=O)OCO4)cc1	0.0%	3%	3%	-11%	13%	0%	2%
45	Cc1nn(C)cc1CN(C)C(=O)CCc1nnc(CCC2CCCCC2)o1	1.9%	8%	4%	6%	0%[9.22 µM]	9%	0%
46	COc1ccc(OCC(=O)Nc2nnc(-c3ccco3)s2)cc1	2.0%	?	?	-11%	8%	-18%	-4%
47	Nc1cc(N)nc(SCC(=O)N2CCN(S(=O)(=O)c3ccccc3)CC2)n1	-1.1%	nt	19%	21%	6%[9.22 µM]	nt	nt
48	Cc1ccc(CNC(=O)C2CCC(CNc3c(N4CCOCC4)c(=O)c3=O)CC2)cc1 (configuration not stated)	1.7%	-1%	-5%	1%[46.1 µM]	16%	7%[38.3 µM]	-2%
49	COc1ccc([N+](=O)[O-])cc1NC(=O)Nc1ccc(OC)c(OC)c1	0.9%	25%[11.4 µM]	-2%	-12%	4%	13%	0%
50	O=c1c2ccccc2nc(CSc2nnnn2-c2ccccc2)n1-c1cccc(C(F)(F)F)c1	0.0%	nt	6%	-2%[46.1 µM]	-8%[9.22 µM]	38%[activator][38.3 µM]	2%
51	CC(C)n1c(N2CCN(C(=O)N3CCCCC3)CC2)nc2ccccc21	-1.0%	nt	-3%	-3%[46.1 µM]	0%	15%[38.3 µM]	4%
52	COc1ccc(-c2nnc(SCC(=O)N3CCCC(C)C3)o2)c(OC)c1 (configuration not stated)	-0.9%	4%	8%	-24%[7.67 µM]	7%	-4%[38.3 µM]	-2%
53	COC(=O)c1ccc(CSc2cc(C)c3cc(C)cc(C)c3n2)o1	2.7%	35%[activator]	8%	-44%	-4%	21%	-2%
54	Cc1ccc(NC(=O)c2cccc3c2-c2ccccc2C3=O)cc1C	0.0%	nt	0%	-18%[46.1 µM]	?	25%[38.3 µM]	19%
55	Cc1cccc(OCCOCCSc2ncccn2)c1	-1.0%	nt	2%	0%[46.1 µM]	-11%	1%[38.3 µM]	1%
56	NC(=NC(=O)c1ccccc1)N1N=CCC1c1ccccc1 (configuration not stated)	-6.2%	9%	-12%	0%	23%	-12%	0%
57	Cc1ccc(NC(=O)c2cccs2)cc1NC(=O)c1cccnc1	?	42%[activator]	?	10%	?	4%	4%
58	O=C(O)C1C2C=CC(C2)C1C(=O)N1CCOCC1 (configuration not stated)	0.0%	-8%[11.4 µM]	7%	-4%[46.1 µM]	-11%	26%[38.3 µM]	0%
59	CCCCNC(=O)c1c[nH]c2ccc(S(=O)(=O)Nc3ccc(OCC)cc3)cc2c1=O	-2.4%	4%	-3%	-25%[46.1 µM]	-16%	-20%[38.3 µM]	0%
60	COc1ccc(Cl)cc1C(=O)Nc1ccc(Br)c(C)n1	-1.3%	-1%	-3%	-5%	11%[9.22 µM]	?	-6%

Screen by screen, quoted from above.
Compounds 47–57 in Epigenetic reg, in turn: -1.1%, 1.7%, 0.9%, 0.0%, -1.0%, -0.9%, 2.7%, 0.0%, -1.0%, -6.2%, ?

High-throughput results as filed in PubChem.
